From PubChem
MC4R antagonist = blocks human MC4R cAMP signaling | P32245 | MC4R-expressing cells, MTII-stimulated cAMP, LANCE TR-FRET | inhibition, % at 6.5 µM | 0.48% of 360,000 active;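 active means inhibition above its plate's cutoff, the mean of tested wells on that plate plus 3 SD, cut at about 29% in these data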;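 further: 0% = Melanotan II alone and 100% = Melanotan II plus saturating MCL0020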
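Assay system: U2OS-MC4R stable cell line; Also added: Melanotan II; Technique: Eu-cAMP/anti-cAMP TR-FRET, emission 671 nm; Times: 30-min compound, 1-h challenge, 1-h detection, room temperature.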
PDI inh = PDI (human) enzyme inhibition | P07237 | 0.052% of 350,000 active | AID 588391 | PDI insulin aggregation turbidity, A650, 90 min | inhibition, % at 10 µM;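 active means mean inhibition across replicates of 30% or more, whatever share of single replicates reach that level; inconclusive means mean inhibition below 30% while every single replicate reaches 30%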;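 further: absorbance from insulin aggregation driven by PDI reduction with DTT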
Target sequence (P07237 whole entry, looked up): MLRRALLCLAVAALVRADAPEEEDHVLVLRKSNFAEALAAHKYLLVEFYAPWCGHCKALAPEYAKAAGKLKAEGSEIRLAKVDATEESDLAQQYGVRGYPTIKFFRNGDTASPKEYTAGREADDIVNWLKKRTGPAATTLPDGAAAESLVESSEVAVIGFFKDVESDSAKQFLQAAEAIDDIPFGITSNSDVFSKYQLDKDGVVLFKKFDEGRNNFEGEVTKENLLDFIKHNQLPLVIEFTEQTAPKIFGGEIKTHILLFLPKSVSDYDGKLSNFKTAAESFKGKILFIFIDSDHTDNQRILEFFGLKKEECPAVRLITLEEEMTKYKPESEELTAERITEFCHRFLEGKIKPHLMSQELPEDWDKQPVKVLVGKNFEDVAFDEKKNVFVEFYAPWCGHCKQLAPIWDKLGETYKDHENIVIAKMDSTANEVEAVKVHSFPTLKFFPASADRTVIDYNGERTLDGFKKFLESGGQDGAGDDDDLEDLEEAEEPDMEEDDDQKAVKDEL
HTR2A ag = agonists of mouse serotonin 5-HT2A receptor (HTR2A) | P35363 | CHO-K1 mHTR2A beta-arrestin complementation, luminescence; percent of 30 µM serotonin response | activation, % at 7.6 µM | 0.66% of 360,000 active | AID 624169;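 active means activation above a run cutoff, the mean activation of all tested compounds plus 3 SD, cut at about 14% in these data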;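 further: 0% = plate median of compound wells and 100% = 30 µM serotonin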
Target sequence (P35363 whole entry, looked up): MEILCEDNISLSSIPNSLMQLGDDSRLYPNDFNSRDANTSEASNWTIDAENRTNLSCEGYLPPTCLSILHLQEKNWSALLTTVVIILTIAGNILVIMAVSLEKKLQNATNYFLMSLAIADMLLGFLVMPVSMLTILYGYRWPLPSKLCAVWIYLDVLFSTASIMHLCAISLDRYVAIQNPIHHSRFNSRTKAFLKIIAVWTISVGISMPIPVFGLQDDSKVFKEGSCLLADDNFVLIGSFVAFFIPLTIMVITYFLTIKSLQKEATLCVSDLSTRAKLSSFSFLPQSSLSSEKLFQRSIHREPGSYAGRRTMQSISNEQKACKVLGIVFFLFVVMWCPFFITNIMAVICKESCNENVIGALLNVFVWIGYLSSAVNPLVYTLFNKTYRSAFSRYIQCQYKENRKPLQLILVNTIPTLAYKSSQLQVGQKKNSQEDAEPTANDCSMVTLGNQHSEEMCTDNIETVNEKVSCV
aDG glyco act = increases alpha dystroglycan glycosylation | 0.22% of 360,000 active | activation, % at 10 µM | Pro5-aDG cells, alpha-DG glycosylation AlphaScreen (IIH6); 0% Pro5, 100% B10-LARGE cell signal | AID 624168;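 active means activation of at least 8% versus controls, or a plate z-score of at least 8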;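 further: Pro5 are CHO cells carrying HIG-tagged alpha-DG that lacks glycosylation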
ABCB6 inh 2 = blocks the human ABCB6 transporter. K562-ABCB6 porphyrin accumulation, flow cytometry, 1 h; active compounds read low. fluorescence ratio to DMSO, % at 10 µM. 0.19% of 360,000 active;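 active means fluorescence ratio to DMSO below 75%, the collection mean minus 3 SD; inconclusive means too few cells collected in the well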;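 further: signal is porphyrin accumulated inside mitochondria; 100% equals median channel fluorescence of DMSO control wells; lower ratio means ABCB6 inhibition with less porphyrin fluorescence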
MC4R ag barr = activates human MC4R beta-arrestin recruitment | P32245 | activation, % at 8.9 µM | U2OS MC4R beta-arrestin complementation, luminescence; percent of melanotan II response, DMSO zero | AID 540308 | 0.98% of 360,000 active;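 active means activation above a per-plate cutoff, the mean activation of sample wells on that plate plus 3 SD, cut at about 8% in these data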
CaV13 ICDI inh = Primary screen for inhibitors of IQ motif and Ca2+-dependent inactivation inhibitor domain binding in CACNA1D, Förster resonance energy transfer in living cells, …; HEK cells, CFP/YFP FRET ICDI-IQ, plate reader, 10 min; percent FRET-ratio fall versus neutral wells; 0.098% of 340,000 active; AID 743397; inhibition, % at 12.3 µM;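 active means mean replicate inhibition of at least 30% and at least 1% of replicates passing that level; inconclusive means only one of the two criteria is met; inactive means neither criterion is met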;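 further: 0% = median of the neutral control wells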
N-glyco inh = N-linked glycosylation inhibition | D54 ERlucT glycosylation luciferase reporter, 24 h; percent of 100 nM tunicamycin response | reporter increase, % at 12.5 µM | 0.23% of 360,000 active;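 active means mean luciferase reporter signal, scaled so untreated is 0 and the glycosylation-blocking control 100, at or above a set limit in every replicate; inconclusive means mean reaches the limit but not every replicate does; inactive means mean below the limit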;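 further: luciferase carries N-glycosylation sites so blocking glycosylation raises the light; 0% = median of neutral control wells and 100% = median of 100 nM tunicamycin wells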
Cardio protect = myocardial damage modulation in H9c2 cells; protection from H2O2 cell death, % at 20 µM; 0.63% of 360,000 active; AID 588492; H9c2 cardiomyocytes, H2O2 injury protection, ATPLite, 2 h;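 active means compounds giving at least 50% protection of heart cells from peroxide-induced death in the single-dose screen, raw or plate-pattern-corrected value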;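 further: 0% = DMSO wells with peroxide and 100% = DMSO wells without peroxide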
Vif inh = HIV Vif inhibition; HEK293T cells, Vif self-association by quenched fluorescence, imaging, 24 h; inhibition, % at 7.49 µM; 0.35% of 340,000 active; in the data active means inhibition above about 50%, passing the limit was not always enough; inconclusive means no clear call, values can overlap the other calls; inactive means below about 31%; further: some results filed as inactive read as strong as hits
Starred values were filed as active, the others as inactive; ? = inconclusive; nt = not tested or not shown.

SMILES	MC4R antagonist	PDI inh	HTR2A ag	aDG glyco act	ABCB6 inh 2	MC4R ag barr	CaV13 ICDI inh	N-glyco inh	Cardio protect	Vif inh
COc1cc(OC)cc(C(=O)NCc2ccc(-n3cccc3)cc2)c1	-11	-11	-5	-0.1	97	-0.9	-8	5	1	0
CC(=O)N1c2ccccc2[C@H](C)[C@H]1C	3	-2	-2	-0.3	102	-1.2	-5	4	-3	11
CCOC(=O)Nc1ccc2c(c1)Sc1ccccc1N2C(=O)CCN1CCOCC1	0	-12	-2	0.3	204	-1.3	0	-2	-5	nt
Cc1cc(N)ccc1S(C)(=O)=O	7	1	2	-0.3	90	-0.9	-4	0	-1	3
N#Cc1cnc2nc(SCc3ccccc3)nn2c1	2	1	-5	0.0	102	-0.2	-4	0	1	-3
C[C@H]1CC[C@]2(O[C@@H](CCO)C[C@H](O)[C@H]2O)O1	3	-3	-5	0.0	94	-0.1	-10	2	2	31
CCCCN(C)CCCNC(=O)Cn1c(=O)sc2ccccc21	0	-5	-6	-0.1	97	-0.8	-4	0	13	nt
Nc1nc(CSc2ncn(-c3ccccc3)n2)cs1	1	2	0	-0.1	110	-0.2	-5	-6	-6	-5
CCOC(=O)/C(C#N)=C1/CCCCCN1C	0	-6	4	4.0	104	-0.8	-2	3	2	5
Cc1nc(-c2ccc(S(=O)(=O)Nc3ccc(S(N)(=O)=O)cc3)cc2)co1	4	-2	11	-0.4	96	3.0	-5	-1	-2	2

Five entries from above, reformatted.
| SMILES | MC4R antagonist | PDI inh | HTR2A ag | aDG glyco act | ABCB6 inh 2 | MC4R ag barr | CaV13 ICDI inh | N-glyco inh | Cardio protect | Vif inh |
| --- | --- | --- | --- | --- | --- | --- | --- | --- | --- | --- |
| Cc1cc(N)ccc1S(C)(=O)=O | 7 | 1 | 2 | -0.3 | 90 | -0.9 | -4 | 0 | -1 | 3 |
| N#Cc1cnc2nc(SCc3ccccc3)nn2c1 | 2 | 1 | -5 | 0.0 | 102 | -0.2 | -4 | 0 | 1 | -3 |
| C[C@H]1CC[C@]2(O[C@@H](CCO)C[C@H](O)[C@H]2O)O1 | 3 | -3 | -5 | 0.0 | 94 | -0.1 | -10 | 2 | 2 | 31 |
| CCCCN(C)CCCNC(=O)Cn1c(=O)sc2ccccc21 | 0 | -5 | -6 | -0.1 | 97 | -0.8 | -4 | 0 | 13 | nt |
| Nc1nc(CSc2ncn(-c3ccccc3)n2)cs1 | 1 | 2 | 0 | -0.1 | 110 | -0.2 | -5 | -6 | -6 | -5 |

Additional entries follow.
SMILES	MC4R antagonist	PDI inh	HTR2A ag	aDG glyco act	ABCB6 inh 2	MC4R ag barr	CaV13 ICDI inh	N-glyco inh	Cardio protect	Vif inh
O=C(O)CCNC(=O)OCC1c2ccccc2-c2ccccc21	13	2	2	0.0	100	0.0	-4	-4	2	8
COc1ccccc1CNc1ccc(C(=O)O)cc1	2	-1	-3	-0.3	82	-3.7	-4	0	0	9
CCOC(=O)c1sc2ncn(C(CC)C(=O)OC)c(=O)c2c1C (stereo unspecified)	8	7	-1	0.2	98	-1.2	nt	-1	-9	-3
COc1cc2nc(COc3ccc(C#N)cc3)n(CC#N)c(=O)c2cc1OC	4	3	0	0.4	102	-1.7	nt	0	0	2
CN(CC(=O)Nc1ccccc1Cl)C(=O)c1cccc(S(=O)(=O)N2CCN(Cc3ccccc3)CC2)c1	8	-1	12	1.9	94	2.7	-7	-1	-26	-36
C(#CC1CCCC1)c1ccc2c(c1)COc1c3ccccc3nn1-2	-2	-4	5	-0.1	99	0.8	-13	-9	-4	-3
CCSc1ccccc1C(=O)Nc1cc(OC)c(OC)c(OC)c1	24	2	-2	0.7	104	-3.0	-2	4	6	-1
CNc1nc2cc([N+](=O)[O-])c([N+](=O)[O-])cc2nc1NC	-16	1	3	1.8	97	-2.2	-2	-6	-27	-29
O=C(CNC(=O)c1ccc(Cl)cc1)NC1CCCCC1	0	-4	6	0.0	107	0.8	nt	4	2	-4
COc1ccc(CCCc2nnc(SCC(=O)Nc3nccs3)n2C)cc1C	0	-3	-3	0.2	96	0.6	-5	0	1	-6
Cn1ccnc1C1CCCCN1C(=O)c1cc(COc2ccc(F)cc2Cl)on1 (stereo unspecified)	-1	6	-7	-0.3	96	-2.7	2	1	1	12
CCNc1c(NS(=O)(=O)c2ccc(F)c(Cl)c2)c(=O)oc2ccccc12	6	-15	3	0.0	96	0.3	-7	0	4	?
CCOc1ccccc1N1CCN(C(=O)c2cc(-c3cc(OC)ccc3OC)nc3ccccc23)CC1	10	-5	-4	-0.8	97	-0.4	nt	-4	48	2
Nc1nc(-c2ccc(Cl)cc2)nnc1-c1ccc(Br)cc1	5	2	-3	0.4	91	-3.9	-5	0	-12	-2
Cc1ccc2cc(/C=C(\C#N)C(N)=O)c(N3CCCCC3)nc2c1	8	0	2	0.2	106	-0.1	-57	2	-2	5
Cc1cccc(C(=O)N[C@H](C(=O)Nc2cccc(S(=O)(=O)N3CCCC3)c2)C(C)C)c1	10	-5	0	0.2	98	1.2	-13	-2	-8	2
CCOC(=O)N1CCC(NC(=O)CS(=O)(=O)Cc2nc(-c3ccc(OC)cc3)oc2C)CC1	7	-6	1	-0.1	100	-0.8	-5	-2	-4	-6
CCNC(=O)C1CCCN(C(=O)c2ccc(OC)cc2OC)CC1 (stereo unspecified)	2	-2	0	0.2	92	0.5	-5	0	2	-7
CCOC(=O)c1ccc(NC(=O)CSc2n[nH]c(-c3ccncc3)n2)cc1	4	-3	-3	0.0	99	-1.7	nt	5	-3	-4
COc1cc2cc(C(c3nnnn3C(C)(C)C)N3CCc4ccccc4C3)c(=O)[nH]c2cc1OC (stereo unspecified)	1	1	-6	-0.3	97	-1.1	-13	?	29	-6
COc1ccc(C2/C=C\CC(OCc3ccccc3)CC(=O)N2Cc2cccc(F)c2)cc1 (stereo unspecified)	11	14	2	0.1	103	-1.8	-6	-4	-6	-18
C/C(=N\n1cnnc1)c1ccccc1	14	4	5	0.3	101	-3.5	-19	1	8	-2
CCOC(=O)N1CCN(CC(O)COCc2ccccc2)CC1 (stereo unspecified)	3	-6	-5	0.1	153	-0.9	-5	-1	6	-17
COCCNCC(=O)N1c2ccccc2Sc2ccccc21	5	0	4	-0.1	99	1.1	-18	-3	3	3
COc1ccccc1/C=N/NC(=O)c1c(-c2ccccc2)noc1C	1	7	0	0.1	97	1.7	-2	1	-7	0
COc1ccc(CCn2c(C(C)C)nc3oc4ccccc4c(=O)c3c2=O)cc1	1	18	-3	0.1	97	-1.7	-5	-2	9	14
COCc1cc(C)n(CC(=O)Nc2c(C)cccc2C)c(=O)c1C#N	5	0	2	-0.4	101	0.7	-5	0	2	-5
O=C(c1cc(Cl)nc2ccccc12)N(Cc1nnc(-c2ccccc2Cl)o1)C1CC1	0	5	-7	0.2	96	-3.7	-9	-6	4	-5
Nc1cc2c(cc1Cl)-c1ccc(Cl)cc1C2	0	-5	-5	0.0	95	0.8	-10	2	-9	-3
CC(=O)Nc1ccc(Nc2c3c4c(cccc4n(C)c2=O)C(=O)c2ccccc2-3)cc1	-1	-4	2	-0.4	95	8.1	-6	-5	24	-9
Cc1ccc(OCc2nc(-c3ccc(-n4cccc4)cc3)no2)cc1C	0	4	-2	-0.2	101	-0.6	-7	1	-12	nt
O=C(CN1C(=O)C2CC=CCC2C1=O)Nc1nccs1 (stereo unspecified)	3	1	4	-0.1	100	0.7	nt	0	7	3
CCCCCn1ccc(=N)cc1	-1	0	-4	0.3	95	0.2	-5	-5	-22	1
Cc1nnn(C23CC4CC(CC(CC(=O)Nc5cccc(F)c5)(C4)C2)C3)n1	10	5	-2	-0.1	96	-0.4	-6	-3	-2	-7
O=C(C[C@H]1C/C=C\C[C@H](NC(=O)OCC2c3ccccc3-c3ccccc32)C(=O)OC[C@H](Cc2ccccc2)NC1=O)N[C@H](CO)Cc1ccccc1	-5	0	-1	0.0	98	0.2	-5	-3	-7	0
COc1ccc(Nc2cccc(Cl)c2)c(C(=O)O)c1	10	-2	0	0.1	101	0.1	-3	0	-8	11
O=C(NC12CC3CC(CC(C3)C1)C2)c1ccc(S(=O)(=O)N2CCOCC2)cc1	9	-3	-1	0.1	96	-1.9	nt	0	-4	nt
Cc1ccc(-c2nnc3ccc(SC(C)C(=O)O)nn23)cc1 (stereo unspecified)	-5	1	3	0.1	98	-0.8	-5	0	-1	nt
Cc1cccc(NC(=O)CC2S/C(=N/c3nccs3)N(C)C2=O)c1 (stereo unspecified)	-4	-12	7	0.2	88	4.8	-4	0	3	nt
CC(C)(C)Nc1c(-c2ccc(O)cc2)nc2ccc(Cl)cn12	8	-2	6	-0.3	94	-0.5	-4	1	5	8
COc1ccc(OC)c(CN2CCN(C(=O)CCC(=O)c3cccs3)CC2)c1	6	-8	-6	0.0	101	0.9	-6	0	0	3
COc1ccc(C(=O)n2nc(C#N)c(C#N)c2N)cc1	-1	0	1	0.1	90	0.8	-3	-1	2	-4
Cc1ccc(C#N)c(SCc2ccccc2[N+](=O)[O-])n1	-16	-23	1	-0.4	95	-1.4	-2	-4	2	2
O=C(O)CCCn1ccc2cc(S(=O)(=O)N3CCCC3)ccc21	-2	3	7	0.0	95	-0.3	-3	2	6	10
CC(=O)Nc1cc[n+](C(C)C(=O)c2ccc(Br)cc2)cc1 (stereo unspecified)	2	3	-1	-0.1	97	-2.3	0	-2	7	0
O=C(Nc1ccccc1C(=O)N/N=C/c1ccncc1)c1ccccc1	5	8	6	0.3	104	-1.9	3	-4	-11	12
CCCCOC(=O)C1=C(C)Nc2nnnn2C1c1ccc(OC)c(OC)c1OC (stereo unspecified)	7	-6	9	-0.2	93	-0.3	-6	-1	3	12
